HCV inhibitor: inhibitors of hepatitis C virus infection | Huh7.5.1 HCVcc-Cre infection, luciferase reporter, 44 h | 340,000 compounds, 3.4% hits | Potency, µM (top dose mostly 41.8 µM), inactives show at the top dose activity change, negative = inhibition, hits mostly inhibitors; also: potency is read from the fitted curve at half-maximal effect; % is scaled to controls: 0 for no effect and ±100 for the full control effect
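A cell-based infection assay in which seeded cells (1,000 per well) receive test compound after 4 h, are inoculated with HCVcc-Cre at approximately 0.5 moi, and are incubated 44 h before luminescence detection.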
LmPK inhibitor: inhibitors of Leishmania mexicana pyruvate kinase; Q27686; purified LmPK, Kinase-Glo ATP luminescence, 1 h; Potency, µM (series often up to 57.5 µM), without a hit: at the top dose activity change, negative = inhibition, most hits filed as inhibitors; 290,000 compounds, 0.37% hits; also: potency is read from the fitted curve at half-maximal effect; % is scaled to controls: 0 for no effect and ±100 for the full control effect
Target sequence (Q27686 whole entry, looked up): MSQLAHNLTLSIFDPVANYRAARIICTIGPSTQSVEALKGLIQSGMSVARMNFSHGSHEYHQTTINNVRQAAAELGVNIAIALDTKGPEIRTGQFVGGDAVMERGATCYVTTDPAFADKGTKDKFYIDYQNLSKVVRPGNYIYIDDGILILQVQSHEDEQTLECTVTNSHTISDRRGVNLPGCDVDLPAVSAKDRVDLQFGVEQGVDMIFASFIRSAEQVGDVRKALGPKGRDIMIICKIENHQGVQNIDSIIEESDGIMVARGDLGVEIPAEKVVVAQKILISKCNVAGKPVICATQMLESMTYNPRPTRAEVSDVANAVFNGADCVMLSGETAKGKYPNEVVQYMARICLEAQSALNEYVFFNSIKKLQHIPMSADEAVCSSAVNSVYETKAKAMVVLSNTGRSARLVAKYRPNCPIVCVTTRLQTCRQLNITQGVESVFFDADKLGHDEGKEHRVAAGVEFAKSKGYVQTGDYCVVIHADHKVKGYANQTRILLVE
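In 50 mM imidazole pH 7.2 with 7 mM MgCl2, LmPK (0.1 nM) turned over PEP (0.5 mM) and ADP (0.1 mM) for 1 h at room temperature. Luciferase read-out of ATP.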
TbPYK inhibitor: blocks Trypanosoma brucei pyruvate kinase; Q57TT1; 410,000 compounds, 0.12% hits; Potency, µM (top dose mostly 76.8 µM), for the others: at the top dose activity, negative = inhibition, hits mostly inhibitors; TbPYK enzyme, Kinase-Glo Plus ATP luminescence, 45 min; also: potency is read from the fitted curve at half-maximal effect; % is scaled to controls: 0 for no effect and ±100 for the full control effect; nearly all actives have a fitted effect of over 50% in size
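Readout: single end-point luminescence (Kinase-Glo Plus, 10 min). Reaction conditions were TbPYK/substrate plus 130 uM ADP, 45 min at RT, pH 7.2 TEA buffer. No-enzyme wells served as controls, and data were normalized before concentration-response fitting.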
Shiga inhibitor: blocks Shiga toxin action in Vero cells; Vero cells, Shiga toxin protein synthesis inhibition reporter; inhibition, % at 38.7 µM; 290,000 compounds, 9.2% hits; AID 2315; in the data active = inhibition mostly above about 28%, no sharp cut-off; inactive = mostly below about 43%; also: 0% is about no effect
Pf growth 96h: P. falciparum growth inhibition at 96 hours. AID 504834. P. falciparum luciferase reporter growth, 96 h. Potency, µM (series often up to 28.7 µM), without a hit: at the top dose activity change, negative = inhibition, hits mostly inhibitors. 320,000 compounds, 6.9% hits; also: potency is read from the fitted curve at half-maximal effect; % is scaled to controls: 0 for no effect and ±100 for the full control effect
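Compounds incubated with erythrocytes infected by luciferase-expressing P. falciparum (2% hematocrit, 0.05% parasitemia final) for 96 hours, 37 C in 5% CO2. Growth inhibition scored as decreased luciferase luminescence.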
Pf growth 48h: inhibits P. falciparum growth in the first generation, 48 h; P. falciparum luciferase growth in erythrocytes, 48 h; Potency, µM (highest dose often 28.7 µM), for inactives: top-dose activity change, negative = inhibition, usual class: inhibitors; 310,000 compounds, 5.9% hits; AID 504832; also: potency is read from the fitted curve at half-maximal effect; % is scaled to controls: 0 for no effect and ±100 for the full control effect
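Luciferase-expressing P. falciparum in infected erythrocytes (2% hematocrit, 0.1% parasitemia final) in RPMI 1640/0.5% Albumax were exposed to compound for 48 hours at 37 C, 5% CO2; growth read as luminescence.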
CHX counter: affects cycloheximide protein synthesis inhibition readout, counter-screen | cell reporter, cycloheximide protein synthesis inhibition counterscreen | max response, % | 300,000 compounds, 12% hits | AID 2314; in the data active = max response mostly above about 13%, no sharp cut-off; inactive = mostly below about 14%; also: read at 38.3 µM for the half of the compounds with a filed dose; 0% is about no effect
Starred values were filed as active, the others as inactive; ? = inconclusive; . = not tested or not shown; & = joins results of further samples; [ ] = dose if it differs, or a comment. Unless noted, calls follow the shape of the dose curve; as a rule, active = well fitted curve in the direction sought with a large enough effect; inconclusive = small, poorly fitted or top-dose-only effect, or another doubt; inactive = no such curve, though single readings can be large; an effect the other way counts as inactive or inconclusive. Rows were taken by chance; overall some 24% were active at least once.

cpd	canonical_smiles	HCV inhibitor	LmPK inhibitor	TbPYK inhibitor	Shiga inhibitor
1	COc1cc(/C=C/C(C)=O)cc(OC)c1OC	6%	0%	-6%	16
2	O=C(Nc1ccc(S(=O)(=O)Nc2ccnn2-c2ccccc2)cc1)C(F)(F)F	21%	-2%	0%	13
3	Cc1cc(C)cc(NC(=S)N2CCC(NC(=O)C3CC3)CC2)c1	7%	-4%	2%	5
4	Cc1cccc(OCC(=O)Nc2ccccc2-c2ccccc2)c1	?	1%	5%	0
5	O=C(COC(=O)CCCSc1nc2ccccc2[nH]1)Nc1cccc(F)c1	15%	1%	-3%	-17
6	O=C1NN=C(c2ccccc2)CC1c1c[nH]c2ccccc12 (configuration not stated)	2%	5%	-3%	52
7	COc1ccccc1NC(=O)Cn1nc(-c2ccc(Cl)cc2)c2ccccc2c1=O	10µM*	0%	0%	-4
8	Cc1nc(SCCOc2ccccc2F)[nH]c(=O)c1Cc1ccccc1	-4%	2%	1%&2%	-7
9	c1ccc2sc(NN=C3CCCCCC3)nc2c1	?	-16%	-3%	68
10	Cc1ccccc1NNC(=O)C(=O)NNc1ccccc1C	-1%	2%	6%	26
11	N#C/C(=C\c1ccc(Sc2ccccc2)o1)c1nc2ccccc2[nH]1	?	-7%	-17%	127*
12	COc1ccc(C(=O)c2c3ccc(OC)cc3[n+]([O-])n2CCCC(N)=O)cc1	13%	.	-4%	.
13	CC1CCCCC1NC(=O)CCC(=O)N1CCOc2ccc(Cl)cc21 (configuration not stated)	-28%	-6%	1%	-4
14	Cc1cccc(NC(=O)CCN2CCCCC2)c1	-8%	0%	0%	-6
15	CC(Cc1ccccc1Sc1ccccc1)N(C)C (configuration not stated)	10%	4%	-5%	-13

cpd	Pf growth 96h	Pf growth 48h	CHX counter
1	.	-26%	3
2	43%[activator]	1%	-3
3	7%	12%	-6
4	0%	3%	-1
5	-22%	14%	-3
6	?	0%	24*
7	?	.	16*
8	?	-6%	23
9	-23%	-41%	33*
10	-5%	12%	8
11	1µM*	?	41*
12	?	?	.
13	?	6%	-11
14	287%[activator]	9%	-4
15	?	?	-5

Continuation.
cpd	canonical_smiles	HCV inhibitor	LmPK inhibitor	TbPYK inhibitor	Shiga inhibitor
16	CCN(c1ccccc1)S(=O)(=O)c1ccc(C(=O)Nc2ccccn2)cc1	?	.	-1%	.
17	COc1ccc(C(=O)NCC(=O)NCC(=O)OCC(=O)c2ccc(C)cc2)cc1	6%	2%	-5%	-3
18	O=C(CN(Cc1ccc(Cl)cc1)C(=O)CNS(=O)(=O)c1ccccc1)NCC1CCCO1 (configuration not stated)	-3%	-2%	-10%	-9
19	O=C(CN1CCN(S(=O)(=O)c2ccccc2)CC1)Nc1ccccc1C(=O)c1ccccc1	?	3%	-17%	-13
20	Cc1ccc(N2C(=O)c3cccc4cccc(c34)C2=O)cc1	-2%	8%	5%	7
21	O=C(COC(=O)c1ccc(Br)cc1)NCc1ccccc1	20%	1%	-7%	-9
22	COc1ccc(NC(=O)COc2coc(CN3CCCc4ccccc43)cc2=O)cc1	-21%	.	-4%	.
23	Cc1cc(C)nc(NC(=O)CSc2nn(-c3ccccc3)c(=S)s2)n1	17%	-11%	0%	-2
24	CSc1nsc(SCC(=O)Nc2ccc(C(N)=O)cc2)n1	-9%	0%	1%	9
25	CCOc1ccc2c(c1)C(N(CCN1CCOCC1)C(=S)Nc1ccccc1OC)CC(C)(C)O2 (configuration not stated)	2%	-2%[11.5 µM]	0%	-5
26	Fc1ccc(NC(=S)Nc2cccc3ccccc23)cc1	-24%	0%	-2%	70*
27	Cc1cccc(N(C(=O)CNC(=O)c2ccco2)C(C(=O)NC2CCCC2)c2ccncc2)c1C (configuration not stated)	23%	1%	-1%	-6
28	Cc1cc(C)cc(NC(=O)CN2CCc3cc4c(cc3C2C)OCCCO4)c1 (configuration not stated)	-28%	3%	1%	-10
29	O=C1NC(=O)N(Cc2ccccc2)C(=O)/C1=C/C=C/c1ccco1	?	5%	6%	20
30	O=C1/C(=C/Nc2cccc([N+](=O)[O-])c2)CCc2ccccc21	?	-12%	-12%	29

cpd	Pf growth 96h	Pf growth 48h	CHX counter
16	-48%	?	.
17	-20%	36%[activator]	-2
18	-4%	-22%	-4
19	4.7µM*	13µM*	-3
20	3%	14%	1
21	-7%	0%	-3
22	?	2%	.
23	62%[activator]	57%[activator]	-1
24	-2%	13%	13
25	10µM*	?	3
26	-17%	0%	42*
27	19%	-2%	10
28	?	-30%	-7
29	-1%	0%	6
30	?	203%[activator]	81*

Entries of single compounds, looked up by structure. Order of values: HCV inhibitor, LmPK inhibitor, TbPYK inhibitor, Shiga inhibitor, Pf growth 96h, Pf growth 48h, CHX counter
O=C(Nc1ccc(S(=O)(=O)Nc2ccnn2-c2ccccc2)cc1)C(F)(F)F in the list: 21%, -2%, 0%, 13, 43%[activator], 1%, -3
Cc1cc(C)cc(NC(=O)CN2CCc3cc4c(cc3C2C)OCCCO4)c1 (configuration not stated) in the list: -28%, 3%, 1%, -10, ?, -30%, -7
N#C/C(=C\c1ccc(Sc2ccccc2)o1)c1nc2ccccc2[nH]1 in the list: ?, -7%, -17%, 127*, 1µM*, ?, 41*
CSc1nsc(SCC(=O)Nc2ccc(C(N)=O)cc2)n1 in the list: -9%, 0%, 1%, 9, -2%, 13%, 13

(list continues)
cpd	canonical_smiles	HCV inhibitor	LmPK inhibitor	TbPYK inhibitor	Shiga inhibitor
31	COc1cc(-c2noc(CCCC(=O)NCc3ccccc3)n2)cc(OC)c1OC	-20%	1%	1%	-22
32	O=c1[nH]c(=O)n(CCOc2ccc(Cl)cc2)cc1Br	8%	1%	3%	-12
33	CCOC(=O)CS(=O)(=O)c1nc(-c2ccccc2)cc(C(F)(F)F)n1	?	-5%	0%	31
34	COc1cccc(NC(=S)N(CCN(C)C)C(C)c2cccnc2)c1 (configuration not stated)	-4%	16%	2%	-5
35	CC(=O)N1CCCN(C(=O)c2ccc3nc(Cc4ccccc4F)oc3c2)CC1	26%	-9%	0%	23
36	COc1ccc(C(=O)OC(C)C(=O)NC2CCCc3ccccc32)cc1OC (configuration not stated)	-16%	.	4%	.
37	Cc1cccc(C(=O)OCC(=O)N(CC(C)C)c2c(N)n(Cc3ccccc3)c(=O)[nH]c2=O)c1C	6%	.	-4%	.
38	COc1ccc(-n2nc([N+](=O)[O-])c(=NCc3ccc4c(c3)OCO4)n2O)cc1	?	-4%	-5%	65*
39	Cn1c(=O)n(CC(=O)N2CCC3(CC2)OCCO3)c(=O)c2ccccc21	-6%	-3%	-6%	-13
40	CCOc1ccc(C2C(C(=O)c3cccs3)=C(O)C(=O)N2Cc2cccnc2)cc1OC (configuration not stated)	4%	6%	-10%	60*
41	Cc1cccc(Nc2nc(-c3ccncc3)cs2)c1	?	7%	1%	143*
42	CC(=O)c1c(C)[nH]c(C(=O)OCc2nc3ccsc3c(=O)[nH]2)c1C	?	.	-6%	.
43	Cc1ccc(SCC2(O)CCN(C(=O)c3ccc(Cl)cc3)CC2)cc1	?	0%	-6%	-22
44	CC(/C=N/NC(=O)Cc1cc(=O)[nH][nH]1)=C\c1ccccc1	4%	-4%	-11%	1
45	CCS(=O)(=O)N1CCN(CC2CC3C=CC2C3)CC1 (configuration not stated)	12%	-9%	-10%	-2

cpd	Pf growth 96h	Pf growth 48h	CHX counter
31	.	-28%	1
32	.	-6%	-2
33	39%[activator]	0%	-3
34	-28%	9%	-4
35	11%	21%	14*
36	-31%	?	.
37	?	?	.
38	7.4µM*	243%[activator]	55*
39	1.7µM*	43%[activator]	4
40	-6%	14%	34*
41	27%	41%[activator]	42*
42	-13%	32%[activator]	.
43	42%[activator]	26%	-4
44	28%	26%	-1
45	0%	.	-5

(more compounds)
cpd	canonical_smiles	HCV inhibitor	LmPK inhibitor	TbPYK inhibitor	Shiga inhibitor
46	CSCCC(=O)N1CCC(n2nccc2NC(=O)c2ccc3c(c2)OCO3)CC1	5%	-13%	-1%	65*
47	O=C(Nc1ccc([N+](=O)[O-])cc1)C1(c2ccccc2)CCOCC1	4%	-5%	-2%	-4
48	OC(CCCN1CCC(O)(c2ccc(Cl)cc2)CC1)c1ccc(F)cc1 (configuration not stated)	?	0%	0%	-15
49	S=C(NCC1CCCO1)N1CCN(c2cccc(Cl)c2)CC1 (configuration not stated)	?	-10%	-6%	34
50	Cc1cccc(-c2c3c(=O)n(C)c(=O)n(C)c3c3cccnn23)c1	-17%	-6%	0%	-13
51	CCN1CCCC1CNC(=O)Cn1cccc1C(=O)c1ccccc1 (configuration not stated)	-10%	0%	-2%	-4
52	CC1=CC(C)C2(CO)COC(c3cccnc3)C1C2C (configuration not stated)	3%	-4%	-1%	9
53	COC(=O)c1ccc(C(=O)N(C)C2CCCN(Cc3ccccc3F)C2)nc1 (configuration not stated)	-3%	3%	-18%	7
54	Cc1ccc(-c2nc(CNC(=O)c3cc(C)on3)cs2)cc1	-15%	1%	-13%	-3
55	CC(O)c1nc2ccccc2n1CCCCOc1ccccc1 (configuration not stated)	-11%	0%	0%	27
56	COc1ccc(NS(=O)(=O)c2c(C(=O)N3CCCCCC3)c(C)n(C)c2C)cc1OC	21%	-3%	9%	-4
57	COc1cc(C2C3=C(CC(C)(C)CC3=O)Nc3c2c(=O)[nH]c(=O)n3Cc2ccccc2)ccc1O (configuration not stated)	-4%	2%	1%	-6
58	COc1cc(/C=C2/C(=O)NN(c3cccc(F)c3)C2=O)ccc1OC(=O)c1ccco1	-13%	-1%	4%	-5
59	COc1ccc(C(=O)c2c(C(F)(F)F)oc3c2C(=O)c2ccccc2C3=O)cc1	1.6µM*	7%	-4%	-13
60	CCOc1ccc(CCNC(=O)/C=C/c2ccco2)cc1OCC	?	-12%	-17%	4
61	CN(Cc1cc(=O)n2ccsc2n1)C1CCCCC1	4%	1%	2%	-5

cpd	Pf growth 96h	Pf growth 48h	CHX counter
46	40%	25%	54*
47	?	-8%	-3
48	?	?	-3
49	-9%	0%	-2
50	174%[activator]	22%	-3
51	38%[activator]	-5%	0
52	67%[activator]	16%	-4
53	?	2%	5
54	28%	1%	2
55	?	7%	-2
56	-16%	-6%	-2
57	3%	-13%	-4
58	84%[activator]	4%	8
59	.	0.1µM*	11
60	?	-12%	6
61	-25%	18%[1.15 µM]	-2

Laid out differently: 2 of the compounds above.
cpd	structure	HCV inhibitor	LmPK inhibitor	TbPYK inhibitor	Shiga inhibitor	Pf growth 96h	Pf growth 48h	CHX counter
45	CCS(=O)(=O)N1CCN(CC2CC3C=CC2C3)CC1 (configuration not stated)	12%	-9%	-10%	-2	0%	.	-5
46	CSCCC(=O)N1CCC(n2nccc2NC(=O)c2ccc3c(c2)OCO3)CC1	5%	-13%	-1%	65*	40%	25%	54*
